ATXN2 expr inh: Primary qHTS for Inhibitors of ATXN expression. HEK-293 ATXN2-luciferase reporter, luminescence, 24 h. Potency, µM (top dose mostly 57 µM), without a hit: top-dose activity change, negative = inhibition, actives largely listed as inhibitors. actives 0.72% (n = 360,000). AID 1745845, 2022; also: potency is read from the fitted curve at half-maximal effect; % is scaled to controls: 0 for no effect and ±100 for the full control effect; nearly all actives have a fitted effect of over 55% in size
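qHTS (up to 57 uM final) was run with 24 h compound exposure of reporter cells at 37 °C. Each well was multiplexed: SteadyGlo luminescence measured ATXN2-luciferase expression after a fluorogenic Gly-Phe-AFC viability readout (25 uM final).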
Nrf2 ARE act: qHTS of Nrf2 Activators; AREc32 ARE-luciferase reporter (MCF7-derived line), luminescence, 24 h; Potency, µM (titrated, usually from 46.1 µM), for inactives: at the top dose activation, hits mostly activators; actives 0.31% (n = 410,000); AID 624171, 2012; also: potency is read from the fitted curve at half-maximal effect; % of control where 0% means no effect; nearly all actives have a fitted effect of over 65% in size
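AREc32_Fluc, 1000 cells/well, OPTI-MEM + 5% FBS, o/n 37 deg C 5% CO2; 23 nL cpd by pin tool, 24 hr; Steady-Glo 30 min RT, luminescence.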
Nrf2 inh: Nrf2 qHTS screen for inhibitors | A549 ARE-Fluc reporter, luciferase luminescence, 18-24 h | Potency, µM (doses to about 46 µM), for inactives: at the top dose activity change, negative = inhibition, usual class: inhibitors | actives 2.1% (n = 360,000) | AID 504444, 2011; also: potency is read from the fitted curve at half-maximal effect; % is scaled to controls: 0 for no effect and ±100 for the full control effect; nearly all actives have a fitted effect of over 60% in size
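Nrf2 activity is the BugLite luminescence, read 15 min after reagent at room temperature, following CellTiter-Fluor cytotoxicity readout (30 min, 37C). Compound titrations were applied for 18-24 h to 5000 A549 ARE_Fluc cells/well in 5% FBS OPTI-MEM.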
MCF10A rereplic: A quantitative high throughput screen for small molecules that induce DNA re-replication in MCF 10a normal breast cells; MCF 10A DNA re-replication, Hoechst nuclear intensity, 48 h; Potency, µM (highest dose often 46.1 µM), without a hit: top-dose activity, positive = re-replication, usual class: activators; actives 2.9% (n = 350,000); also: potency is read from the fitted curve at half-maximal effect; % of control where 0% means no effect; nearly all actives have a fitted effect of over 50% in size
S2 tox: Viability Counterscreen for Primary qHTS for Inhibitors of ATXN expression. Potency, µM (top dose mostly 56.7 µM), hits mostly cytotoxic. AID 651635, 2014. S2 cells (HEK-293 line with an ATXN2-luciferase reporter) viability, CellTiter-Fluor protease fluorescence, 24 h. actives 0.49% (n = 400,000); also: potency is read from the fitted curve at half-maximal effect; nearly all actives have a fitted effect of over 40% in size
HepG2 viability: qHTS for Inhibitors of TGF-b: Cytotox Counterscreen | HepG2 CAGA-GFP viability, ATP luminescence, 18 h | Potency, µM (titrated, usually from 46.1 µM), without a hit: top-dose activity change, negative = cytotoxicity, usual class: cytotoxic | AID 588856, 2011 | actives 0.76% (n = 410,000); also: potency is read from the fitted curve at half-maximal effect; some results filed as inactive show a strong effect at the top dose
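CellTiter-Glo luminescence gave cytotoxicity after 18 hours at 37 degrees C. The cells were HepG2 CAGA-GFP in 1% FBS DMEM, stimulated with 500 pg/mL TGF-beta after compound addition. %Activity was normalised to no-cell wells (complete cell-killing) and DMSO (no toxicity), and curves were fitted and classified.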
IL-1B inflam inh: qHTS for Inhibitors of Inflammasome Signaling: IL-1-beta AlphaLISA Primary Screen; THP-1 LPS/ATP IL-1B secretion, AlphaLISA, 16 h; hits give low values; activity change, % at 57.5 µM; actives 4.7% (n = 360,000); AID 743279, 2014; in the data active = activity change below about -50%; inconclusive = mostly about -30% to -49%; also: % is scaled to controls: 0 for no effect and ±100 for the full control effect
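THP-1 cells pretreated 1 hr with compounds (up to 57.5 uM final), then stimulated with LPS (250 ng/mL final) plus ATP (1.25 mM final); secreted IL-1B measured by AlphaLISA after 16 hr, decreased signal indicating inhibition.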
TGFb SMAD3 inh: qHTS for Inhibitors of TGF-b. Potency, µM (titrated, usually from 46.1 µM), without a hit: at the highest dose activity, negative = inhibition, most hits filed as inhibitors. actives 1.2% (n = 410,000). HepG2 CAGA-GFP TGF-b/SMAD3 reporter, GFP fluorescence, 18 h; TGF-beta stimulated, 500 pg/mL final; also: potency is read from the fitted curve at half-maximal effect; % is scaled to controls: 0 for no effect and ±100 for the full control effect; nearly all actives have a fitted effect of over 65% in size
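First, reporter cells (HEPG2 CAGA-GFP) rested 2 h at 37 degrees C. Next, compounds were pinned in and TGF-beta added to 500 pg/mL final. After 18 h, GFP was imaged per cell and summed per well.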
A549 tox: Nrf2 qHTS screen for inhibitors: counterscreen for cytotoxicity; actives 0.16% (n = 390,000); Potency, µM (top dose mostly 46 µM), without a hit: at the top dose activity change, negative = cytotoxicity, most hits filed as inhibitors; A549 ARE-Fluc cells, CellTiter-Fluor viability, 18-24 h; AID 504648, 2011; also: potency is read from the fitted curve at half-maximal effect; % is scaled to controls: 0 for no effect and ±100 for the full control effect
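A549 ARE_Fluc cells in 5% FBS OPTI-MEM were exposed to compounds in concentration-response for 18-24 h at 37 deg C. Viability was read by CellTiter-Fluor fluorescence (Ex 405/Em 525) after 30 min, before the luciferase read.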
The depositor's hits bear a star; i = inactive; u = inconclusive; x = not tested or not shown; & = joins results of further samples; [ ] = dose if it differs, or a comment. Unless noted, calls follow the shape of the dose curve; as a rule, active = well fitted curve in the direction sought with a large enough effect; inconclusive = small, poorly fitted or top-dose-only effect, or another doubt; inactive = no such curve, though single readings can be large; an effect the other way counts as inactive or inconclusive.

Preview:
SMILES	ATXN2 expr inh	Nrf2 ARE act	Nrf2 inh	MCF10A rereplic	S2 tox	HepG2 viability	IL-1B inflam inh	TGFb SMAD3 inh	A549 tox
COc1ccc(C2=C(Nc3ccc(F)cc3)c3ccccc3C2=O)cc1	-16%	-0.8%	x	21%	i	16%	-20	0%	u
Cc1cc(C)c(S(=O)(=O)N2CCCc3ccccc32)c(C)c1	x	-0.6%	-1%	u	i	-30%	29	-13%	-1%
Cc1cc(C(=O)NCC(=O)O)c(C)o1	-8%	-0.1%	2%	0%	i	6%	21	-6%	-1%
CC(C)CCNC(=O)C(=O)Nc1cc2c3c(c1)CC(=O)N3CCC2	13%	3.2%	-20%	0%	i	-1%	27	-20%	-2%
Nn1cc(-c2ccccc2)nc1SCC(=O)Nc1ccc2c(c1)OCO2	12%	0.4%	14%	-6%	i	-37%	-16	u	0%

Main list (from the top)
SMILES	ATXN2 expr inh	Nrf2 ARE act	Nrf2 inh	MCF10A rereplic	S2 tox	HepG2 viability	IL-1B inflam inh	TGFb SMAD3 inh	A549 tox
COc1ccc(C2=C(Nc3ccc(F)cc3)c3ccccc3C2=O)cc1	-16%	-0.8%	x	21%	i	16%	-20	0%	u
Cc1cc(C)c(S(=O)(=O)N2CCCc3ccccc32)c(C)c1	x	-0.6%	-1%	u	i	-30%	29	-13%	-1%
Cc1cc(C(=O)NCC(=O)O)c(C)o1	-8%	-0.1%	2%	0%	i	6%	21	-6%	-1%
CC(C)CCNC(=O)C(=O)Nc1cc2c3c(c1)CC(=O)N3CCC2	13%	3.2%	-20%	0%	i	-1%	27	-20%	-2%
Nn1cc(-c2ccccc2)nc1SCC(=O)Nc1ccc2c(c1)OCO2	12%	0.4%	14%	-6%	i	-37%	-16	u	0%
CCCOc1ccc(C2C(=O)N(C3CCCCC3)CC(=O)N2CCC2=CCCCC2)cc1OC (stereo unspecified)	9%	-0.6%	x	x	i	0%	x	6%	4%
COCCn1nnnc1C(CC(C)C)N1CCN(c2cccc(OC)c2)CC1 (stereo unspecified)	-4%	-0.6%	-6%	-2%	u	3%	-1	-2%	1%
Cc1ccc(OCCn2c(CNc3ccccc3C)nc3ccccc32)cc1	-14%	9.4%	28%[9.27 µM]	x	u	-45%	x	u	-8%
CCc1ccc(C2NC(=S)NC3=C2C(=O)CC(C)(C)C3)cc1 (stereo unspecified)	-2%	0.4%	16%	7%	i	9%	-29	-12%	3%
CCCCC(=O)Nc1ccc2oc(-c3ccncc3)nc2c1	10%	1.3%	u	7%	i	-21%	u	-3%	-2%
CC(C)c1ccc(NC(=O)C(c2ccccc2)N(C)C(=O)CCc2c[nH]c3ccccc23)cc1 (stereo unspecified)	-11%	5.5%	-7%	-10%	u	-22%	x	u	-9%
COc1cccc(CN(C)C(=O)c2cc(S(=O)(=O)NCc3ccccc3)ccc2C)c1OC	-7%	0.1%	-9%	2%	i	4%	14	-7%	-3%
O=C(Cc1ccc(NC(=O)N2CCCCc3ccccc32)cc1)NCc1ccccc1	2%	-0.5%	x	x	i	-4%	x	0%	-2%
O=C1Cc2ccccc2C(c2ccc(Br)cc2)N1 (stereo unspecified)	-6%	-0.3%	u	2%	i	0%	43	-6%	2%
Cn1ncc2c(NCc3ccccc3)ncnc21	3%	-0.7%	4%	u	i	2%	8	16%	3%
CCC(=O)Nc1ccc2c(c1)N(C(C)=O)c1ccccc1CC2	-4%	-0.4%	-14%	-3%	i	-2%	-10	-3%	-2%
CC1CCC2(CC1)NC(=O)N(CC(=O)N1CCc3ccccc3C1)C2=O (stereo unspecified)	2%	0.0%	-6%	0%	i	6%	26	26%	1%
C/C(=C/c1ccccc1)C(=O)N1CCC(C)CC1	20%	3.4%	2%	-1%	i	-2%	u	7%	7%
O=C(CC(Nc1cccc(Cl)c1Cl)C(=O)O)c1ccccc1 (stereo unspecified)	-19%	u	9%	-28%[9.22 µM]	u	-1%	37	-14%	1%
C=CCn1c(SCC(=O)c2cc(C)n(CCOC)c2C)nc2sc(C)c(C)c2c1=O	-13%	0.0%	14%	-8%	i	-20%	-17	-6%	-2%
Cn1c(CNC(=O)CCNC(=O)c2cccc(Br)c2)cc(=O)n(C)c1=O	-11%	-0.3%	3%	-1%	i	-5%	11	3%	2%
Cc1ccccc1CNC(=O)C1CCC(=O)N(Cc2cccc(F)c2)C1 (stereo unspecified)	10%	-0.3%	2%	-3%	i	-11%	-6	-2%	3%
CC(C(=O)N1CCN(c2ccc([N+](=O)[O-])cc2)CC1)N1C(=O)C2CC=CCC2C1=O (stereo unspecified)	-22%	-0.6%	17%	3%	u	-27%	0	-24%	-7%
Cc1ccc(CNC(=O)Cn2ccn(-c3ccc(F)c(F)c3)c(=O)c2=O)cc1	x	-1.3%	-15%	x	x	-7%	x	-2%	0%
CCOC(=O)C1C(=O)NC(N2CCN(Cc3ccccc3)CC2)=NC1c1ccccc1 (stereo unspecified)	0%	-0.6%	x	2%	i	-4%	-23	-16%	1%
CCc1nnc(NC(=O)CSc2nnc(CNc3ccc(OC)cc3)n2CC)s1	1%	0.2%	-14%	1%	i	3%	0	-1%	6%
CC(C)(C)C1CCc2c(sc(NC(=O)c3ccco3)c2C(=O)Nc2ccccc2Cl)C1 (stereo unspecified)	-4%	-0.9%	7%	x	i	-23%	x	-9%	4%
O=C(Nc1ncc2c(n1)-c1ccccc1CC2)c1ccc(Cl)cc1	0%	22%	4%	10%	i	3%	5	-7%	14%
O=C(/C=C/c1ccccc1Cl)Nn1cnc2ccccc2c1=O	x	u	u	u	i	-21%	-9	-10%	12%
CCCN(CCC)C(=O)c1nn(C)c2c1CSc1ccc(C)cc1-2	-6%	-0.2%	x	x	u	-19%	x	-1%	-1%
CC(=O)Nc1ccc(C(=O)Nc2ccc(S(=O)(=O)N3CCCC3)cc2)cc1	-1%	0.3%	-21%	-1%	i	-30%	-13	-6%	1%
Cc1ccc(NC(=O)Nc2nc3ccccc3s2)cc1NC(=O)Nc1nc2ccccc2s1	x	0.3%	0%	u	u	3%	9	3%	0%
Cc1ccc([N+](=O)[O-])cc1N(CC(=O)N1CCCCC1)S(C)(=O)=O	-36%	2.9%	-5%	-2%[9.22 µM]	i	7%	-1	21%	6%
CC(C)(C)C1CCc2c(sc(NC(=O)c3ccccc3F)c2C(=O)NCc2ccco2)C1 (stereo unspecified)	3%	-0.9%	13%	x	i	-4%	x	22%	5%
COc1ccccc1Nc1cc(C)nc2nc(-c3ccccc3)nn12	x	3.8%	x	x	x	-2%	x	0%	-1%
COc1ccc(CC(NC(=O)c2ccccc2)C(=O)NCC(=O)O)cc1 (stereo unspecified)	1%	-1.0%	-20%	0%	i	-25%	-25	-5%	4%
O=C(Nc1ccccc1-c1ccccc1)c1ccc(NC(=O)c2ccco2)cc1	-21%	-0.4%	u	-3%	i	-9%	42	3%	1%
CCOc1ccccc1-n1c(=S)sc2c(=O)n(-c3ccc(C)cc3)c(=S)[nH]c21	-10%	1.4%	u	4%	i	0%	-8	-13%	-1%
O=[N+]([O-])c1cnccc1Nc1ccc(F)cc1	-2%	0.4%	-9%	-1%	i	1%	22	-4%	-10%
COc1ccc(OC)c(NC(=O)c2cn3c4c(ccc(Cl)c4c2=O)OC(C)C3)c1 (stereo unspecified)	3%	-0.3%	15%	x	i	8%	x	35%	4%
CCOc1ccccc1/C=C/c1onc(C)c1S(=O)(=O)N1CCC(C(=O)N(CC)CC)CC1	x	5.9%&0.5%	-9%	u	u	5%&-14%	-11	u	1%&1%
Cc1ccc(NC(=O)Cn2nc(C)c([N+](=O)[O-])c2C)cc1Cl	u	0.0%	-9%	-1%	u	6%	7	0%	-2%
CCOc1ccc(OCCC(=O)OCC(=O)Nc2ccc3c(c2)OCO3)cc1	0%	-0.7%	5%	2%	i	-2%	13	11%	11%
COc1ccc(Br)c(C=O)c1OS(=O)(=O)c1ccc(C)cc1	x	4.4%	x	x	i	-7%	19	0%	x
Cn1c(C(=O)NCCc2ccccc2)cc2sc(Cl)cc21	29%	-0.3%	15%	x	i	-30%	x	2%	10%
O=C1CCCCC1S(=O)(=O)c1ccccc1 (stereo unspecified)	-7%	-0.3%	-4%	0%	i	17%	16	-5%	-2%
Cc1cc(O)c(-c2n[nH]c3c2C(c2cccc(O)c2)N(Cc2cccnc2)C3=O)cc1Cl (stereo unspecified)	-8%	4.0%	-28%	13%	i	-45%	-17	u	-15%
COc1ccc(NC(=O)c2c(NCc3cccs3)sc3c2CCCC3)c(OC)c1	x	-0.6%	x	x	x	-48%	x	u	u
CC(C)N(CCNC(=O)c1ccc(NC2=NC3CS(=O)(=O)CC3S2)cc1)Cc1ccco1 (stereo unspecified)	17%	-0.4%	6%	4%	i	-7%	-3	6%	1%
CSCCC(NC(=O)COc1ccccc1)C(=O)NCCOc1ccccc1 (stereo unspecified)	x	0.1%	4%	-5%	x	1%	-4	-13%	4%
CCOc1ccc(Nc2ncnc3c2nnn3Cc2ccccc2)cc1	x	2.6%	4%	20%	i	3%	10	-1%	2%
OCCN=C1CCCc2c1[nH]c1ccc(Cl)cc21	2%	11%	5%	13%	i	-2%	14	0%	0%
CNc1nc(N/N=C/c2cc3c(cc2[N+](=O)[O-])OCO3)nc(Nc2ccccc2)n1	x	0.5%	18µM*	u	28µM*	16µM*	-14	u	u
Cc1ccc(NC(=O)N2CCCCC2)cc1[N+](=O)[O-]	x	0.4%	11%	-4%	i	5%	24	-6%	7%

From PubChem BioAssay
